LDHA inh: inhibitors of human lactate dehydrogenase A | P00338 | purified LDHA, NADH/diaphorase-resazurin fluorescence; hits give low values | activity change, % (values are at about 110 or 230 µM) | actives 0.15% (n = 480,000) | AID 1347041; in the data active = activity change below about -30%; inconclusive = mostly about -25% to -30%;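 also: plate controls were DMSO wells for no effect and wells without enzyme for full effect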
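Human LDH5 at 2 nM final in Tris HCl pH 7.4 with 0.06 mM NADH and 0.2 mM pyruvate, reacted 5 minutes at room temperature. Remaining NADH coupled via diaphorase/resazurin; resorufin fluorescence read at 0 and 20 minutes, normalized to enzyme-free and DMSO wells.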
USP1-UAF1 inh: USP1/UAF1 (human) deubiquitinase inhibition; O94782; recombinant USP1/UAF1, Ub-Rhodamine cleavage fluorescence; Potency, µM (highest dose often 57.1 µM), without a hit: at the top dose activity change, negative = inhibition, most hits filed as inhibitors; actives 0.23% (n = 390,000); AID 743255; also: potency is read from the fitted curve at half-maximal effect; % is scaled to controls: 0 for no effect and ±100 for the full control effect; nearly all actives have a fitted effect of over 60% in size; inactives centre near -12
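High-throughput fluorogenic screen: 1nM USP1/UAF1 complex, Ub-Rho substrate 150nM final, 50mM HEPES pH 7.8 with 0.5mM EDTA, 0.1 mg/ml BSA, 1mM TCEP and 0.01% Tween-20.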
TrxR1 substrate: rat thioredoxin reductase 1 substrate activity. actives 0.01% (n = 390,000). purified TrxR1 substrate turnover, NADPH consumption readout. AID 588456. Potency, µM (series often up to 114 µM), for inactives: at the top dose activity change, negative = substrate turnover. O89049; also: potency is read from the fitted curve at half-maximal effect; % is scaled to controls: 0 for no effect and ±100 for the full control effect; nearly all actives have a fitted effect of over 50% in size
Target sequence (O89049 whole entry, looked up): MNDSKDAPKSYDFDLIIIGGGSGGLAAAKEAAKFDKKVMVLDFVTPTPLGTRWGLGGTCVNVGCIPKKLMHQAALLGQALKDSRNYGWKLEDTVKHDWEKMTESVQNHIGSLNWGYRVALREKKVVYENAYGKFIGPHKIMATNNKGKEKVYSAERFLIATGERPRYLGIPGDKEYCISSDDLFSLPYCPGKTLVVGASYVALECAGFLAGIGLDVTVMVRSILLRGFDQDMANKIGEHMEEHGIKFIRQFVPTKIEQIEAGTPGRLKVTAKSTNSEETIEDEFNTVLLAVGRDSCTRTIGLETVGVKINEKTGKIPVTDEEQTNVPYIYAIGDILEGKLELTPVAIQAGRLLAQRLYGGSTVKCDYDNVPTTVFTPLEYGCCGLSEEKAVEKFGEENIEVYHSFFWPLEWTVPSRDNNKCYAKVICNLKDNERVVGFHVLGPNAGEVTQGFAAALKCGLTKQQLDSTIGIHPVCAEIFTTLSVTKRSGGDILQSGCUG
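Rat TrxR1, dispensed at 90 nM, was prereduced with 400 uM NADPH (final) for 5 min at ~22 deg C, then incubated with compound 15 min before 400 uM selenite. A first-read NADPH fluorescence drop versus no-compound background flagged substrates.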
Vif-APOBEC3G blk: inhibitors of Vif-APOBEC3G interaction; Potency, µM (series often up to 46.1 µM), inactives show at the top dose activity, negative = active, most hits filed as inhibitors; HeLa A3G-eYFP + Vif (tagged APOBEC3G with the HIV-1 protein that degrades it), YFP fluorescence, overnight; AID 602310; Q9HC16; actives 0.076% (n = 410,000);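 also: potency is read from the fitted curve at half-maximal effect; % is scaled to controls: 0 for no effect and ±100 for the full control effect; nearly all actives have a fitted effect of over 60% in size; hits raise eYFP signal because A3G escapes Vif-driven loss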
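Read-out is eYFP fluorescence (Ex 488/Em 500-530) from Vif-expressing HeLa A3G-eYFP cells; more signal means A3G escaped Vif-mediated degradation. Cells plated overnight, compound pinned in, incubated overnight at 37 deg C.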
rTrxR1 inhibitor: inhibitors of rat thioredoxin reductase 1; actives 1% (n = 390,000); Potency, µM (top dose mostly 114 µM), for the others: top-dose activity change, negative = inhibition, hits mostly inhibitors; recombinant rTrxR1, NADPH fluorescence consumption, selenite substrate; O89049; also: potency is read from the fitted curve at half-maximal effect; % is scaled to controls: 0 for no effect and ±100 for the full control effect; nearly all actives have a fitted effect of over 65% in size
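Rat TrxR1 (90 nM in the dispensed reagent) was pre-reduced with 400 uM NADPH for 5 min at room temperature, then incubated with compound for 15 min. After 400 uM selenite was added, NADPH fluorescence (Ex 340/Em 450 nm) was followed for 8 min.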
Glioma ERSR ind: induces the endoplasmic reticulum stress response in human glioma cells; actives 0.02% (n = 420,000); U87-MG GRP78 promoter luciferase reporter, 16 h; Potency, µM, without a hit: at the top dose activation, usual class: activators; also: potency is read from the fitted curve at half-maximal effect; series mostly up to about 76 µM; % of control where 0% means no effect; nearly all actives have a fitted effect of over 35% in size
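Stably transfected U87-MG glioma cells carrying a GRP78-based luciferase sensor; 16 h compound incubation. Luminescence end-point read 10 min after Bright-Glo addition at room temperature.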
RGS4 inh: blocks human RGS4-accelerated GTP hydrolysis | P49798 | Transcreener GDP fluorescence polarization, RGS4-accelerated GTP hydrolysis | Potency, µM (series often up to 114 µM), for the others: at the top dose activity change, negative = inhibition, usual class: inhibitors | actives 0.039% (n = 390,000) | AID 504845; also: potency is read from the fitted curve at half-maximal effect; % is scaled to controls: 0 for no effect and ±100 for the full control effect; nearly all actives have a fitted effect of over 75% in size; some results filed as inactive show a strong effect at the top dose
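MLSMR compounds (23 nl, pin-transferred) preincubated 10 min at room temperature with a 500nM (2x) first reagent, then RGS4 at 900nM (2x) plus Transcreener GDP mix added; fluorescence polarization (620/688 nm) read before and after 90 min at 30 °C.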
mIDH1 inhibitor: blocks human mutant IDH1 R132H enzyme; O75874; AID 602179; IDH1-R132H enzyme, NADPH consumption, diaphorase/resazurin fluorescence; Potency, µM (doses to about 76.6 µM), for the others: at the top dose activity change, negative = inhibition, most hits filed as inhibitors; actives 0.093% (n = 390,000); also: potency is read from the fitted curve at half-maximal effect; % is scaled to controls: 0 for no effect and ±100 for the full control effect; nearly all actives have a fitted effect of over 65% in size
Target sequence (O75874 whole entry R132H, stated change not applied): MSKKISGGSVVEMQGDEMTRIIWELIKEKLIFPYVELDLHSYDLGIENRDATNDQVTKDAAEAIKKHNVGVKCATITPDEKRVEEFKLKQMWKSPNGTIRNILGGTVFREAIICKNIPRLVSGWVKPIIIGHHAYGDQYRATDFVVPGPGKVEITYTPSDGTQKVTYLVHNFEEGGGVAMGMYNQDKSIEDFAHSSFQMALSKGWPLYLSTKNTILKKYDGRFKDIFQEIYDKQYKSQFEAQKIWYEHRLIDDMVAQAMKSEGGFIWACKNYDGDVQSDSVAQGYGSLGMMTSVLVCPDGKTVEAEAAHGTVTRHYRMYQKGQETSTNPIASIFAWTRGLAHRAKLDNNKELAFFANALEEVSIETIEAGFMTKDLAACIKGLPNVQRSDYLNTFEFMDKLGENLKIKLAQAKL
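IDH1-R132H (0.5 ug/mL) preincubated 30 min with compound, then NADPH (0.016 mM) and alpha-KG (2 mM) added; 80 min at RT, pH 7.5. Remaining NADPH coupled via diaphorase/resazurin to fluorescence (540/590 nm); concentration-response curves normalized to no-enzyme control.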
Vif-A3F inh: blocks the Vif interaction with APOBEC3F. HeLa A3F-eYFP + Vif (tagged APOBEC3F with the HIV-1 protein that degrades it), YFP fluorescence increase. actives 0.2% (n = 390,000). Potency, µM (highest dose often 46.1 µM), for the others: at the top dose activity, negative = active. AID 602313; also: potency is read from the fitted curve at half-maximal effect; % of control where 0% means no effect; nearly all actives have a fitted effect of over 65% in size
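HeLa cells stably expressing Vif plus C-terminally eYFP-tagged A3F were seeded, incubated overnight at 37 deg C, dosed with compound, incubated overnight again at 37 deg C. Yellow fluorescence (Ex 488/Em 500-530) reported blocked Vif-mediated A3F-eYFP degradation.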
Starred values were filed as active, the others as inactive; ? = inconclusive; . = no result given; & = joins results of further samples; ! = not active in a repeat; [ ] = remark or other dose. Unless noted, calls follow the shape of the dose curve; as a rule, active = well fitted curve in the direction sought with a large enough effect; inconclusive = small, poorly fitted or top-dose-only effect, or another doubt; inactive = no such curve, though single readings can be large; an effect the other way counts as inactive or inconclusive.

mol	LDHA inh	TrxR1 substrate	rTrxR1 inhibitor	mIDH1 inhibitor	Glioma ERSR ind	USP1-UAF1 inh	Vif-APOBEC3G blk	Vif-A3F inh	RGS4 inh
COc1ccc(CSc2nnc(N)s2)cc1F	0	1%	-24%	11%	4%	-23%	0%	-14%	-18%
Cc1ccc(C(=O)CC2(O)C(=O)N(C)c3ccc(Br)cc32)c(C)c1 (stereo not given)	0	2%	5%	12%	-1%	-15%	-2%	-1%	-5%
Cc1nnc(SCC(=O)N/N=C/c2ccc(-c3ccc(C)c(Cl)c3)o2)s1	1	-12%	-19%	-2%	8%	-16%	-14%	-7%	-15%
Cc1ccc(OC(=S)Nc2ccc(F)cc2)cc1	2	3%	-1%	2%	-4%	-3%	-1%	.	-52%
O=c1c(Cl)c(O)c2cccc3c4ccccc4n1c23	-16	172%[activator]	-27%	5%	4%	-26%	-17%	4%	?
O=C(O)CC1(CC(=O)Nc2cccc(C(F)(F)F)c2)CCCC1	-7	4%	10%	7%	10%	-18%	5%	7%	-4%
COc1cccc(CNc2cnc3ccccc3c2)c1O	2	46%[activator]	7%	-3%	0%	-11%	2%	0%	11%
CCOC(=O)c1sc(NC(=O)c2ccc(Cl)s2)cc1C	-1	20%	25%	6%	1%	-16%	-2%	-6%	-6%
CCc1c(C2(O)CCCCC2)[nH]c2c(C(=O)OC)cc(Cl)cc12	2	-2%	-11%	4%	-5%	?	0%	?	2%
CN(C)c1ccc(/C(=N\O)C(F)(F)F)cc1	-3	7%[57.1 µM]	4%[11.4 µM]	0%	-2%	-11%	3%	-1%	-10%
CCOc1ccccc1CN1CCNC(=O)C1CC(=O)NCCC1=CCCCC1 (stereo not given)	-10	1%	1%	0%	1%	-25%	0%	2%	-9%
COc1ccc(CNC(=O)CSc2nnc(Cn3nnc4ccccc43)n2C)cc1	0	-2%	20%	4%	-1%	-6%	-1%	-11%	-15%
CC(C)c1ccc(NC(=O)CSC2=Nc3ccccc3C3=NC(CC(=O)NCc4cccs4)C(=O)N23)cc1 (stereo not given)	-10	-1%[57.1 µM]	14%[57.1 µM]	-20%	-4%	?	0%	-4%	15%
COc1cc(OC)cc(C(=O)Nc2cccc(-c3ccc(N4CCOCC4)nn3)c2)c1	-10	-4%	-2%	-2%	2%	4%	-6%	-15%	-51%
Cc1nccn1Cc1ccccc1	-4	-5%	-11%	3%	-3%	-24%	0%	7%	-8%
Cc1ccc(NS(=O)(=O)c2ccc(C)c(C(=O)Nc3ccc(S(=O)(=O)Nc4onc(C)c4C)cc3)c2)cc1	-8	-11%	-11%	6%	-4%	-9%	1%	3%	-12%
CC[C@]1(C(=O)OC)[C@H]2C(=O)N(C)C(=O)[C@H]2[C@H]2CN(C)C(=NCc3ccccc3)N21	1	7%	26%	1%[38.3 µM]	-1%	-9%	2%	-2%	5%
CCOC(=O)c1c(S(=O)(=O)NCC(=O)Nc2ccc(C(C)=O)cc2)c(C)n(C)c1C	3	-4%[57.1 µM]	8%[57.1 µM]	-1%	0%	-10%	-2%	?	16%
c1ccc(-c2noc(CSc3nnnn3-c3ccccc3)n2)cc1	-1	2%	14%	9%	2%	-32%	1%	-5%	18%
Cc1occc1C(=O)N1CCCC(Nc2ccc(C(C)C)cc2)C1 (stereo not given)	4	-3%	2%	2%	1%	-20%	0%	3%	-1%
CC(=O)Nc1ccc(C(=O)OCC(=O)Nc2ccccc2F)cc1	-9	10%[57.1 µM]	16%[57.1 µM]	13%	-2%	-21%	0%	-10%	-3%
O=C(Nc1ccccc1Cl)C(=O)c1cn(CC(=O)N2CCOCC2)c2ccccc12	-9&-5	-2%	19%	1%	-1%	-3%	0%	-1%	28%
COc1ccc(NS(=O)(=O)c2cccc(C(=O)N3CCN(Cc4ccc5c(c4)OCO5)CC3)c2)cc1	-4	2%	2%	4%	-5%	-8%	1%	-5%	-19%
Cc1ccc(C)c(NC(=O)Cn2c(-c3nonc3N)nc3ccccc32)c1	-33*!	2%	26%	-9%	2%	-5%	-3%	-9%	-8%
O=c1c2ccccc2c(=O)n(-c2ccccc2)n1-c1ccccc1	-10	7%[57.1 µM]	7%[57.1 µM]	0%	-2%	-14%	0%	-6%	2%

The final 2 entries of the part before come first, to join the parts.
mol	LDHA inh	TrxR1 substrate	rTrxR1 inhibitor	mIDH1 inhibitor	Glioma ERSR ind	USP1-UAF1 inh	Vif-APOBEC3G blk	Vif-A3F inh	RGS4 inh
Cc1ccc(C)c(NC(=O)Cn2c(-c3nonc3N)nc3ccccc32)c1	-33*!	2%	26%	-9%	2%	-5%	-3%	-9%	-8%
O=c1c2ccccc2c(=O)n(-c2ccccc2)n1-c1ccccc1	-10	7%[57.1 µM]	7%[57.1 µM]	0%	-2%	-14%	0%	-6%	2%
Cc1ccc(C(=O)NNC(=O)C2CCN(Cc3ccccc3)CC2)cc1	-4	3%[57.1 µM]	5%	3%	-6%	-4%	1%	-3%	-31%
COc1ccccc1/C=C/CN1CCOCC1	-23	-7%	7%	0%	-4%	3%	3%	-1%	0%
COc1ccc(CCNC(=O)CCCCn2c(=O)c3ccccc3n(Cc3ccccc3C)c2=O)cc1OC	-3	-7%	-7%	11%	-5%	-29%	-21%	-14%	-29%
O=Nc1c(O)[nH]c2ccc(F)cc12	4	-3%	4%	-8%	0%	0%	-7%	17%	11%
C=CCOc1nc(-c2ccncc2)nc2ccccc12	-5	-12%	-11%	1%	1%	-4%	0%	-2%	22%
S=C(NCc1ccco1)N/N=C/c1cccnc1	0	-9%	7%	3%	-5%	-15%	0%	-6%	21%
CCCS(=O)(=O)N1CCC(C(=O)NCCCOC)CC1	-3	5%	9%	3%	-6%	-20%	1%	-7%	-9%
CCCCOc1ccc(/C(O)=C(\C#N)c2nc3ccccc3[nH]2)cc1	-5	4%[2.29 µM]	11%[2.29 µM]	8%	-1%	-15%	1%	-5%	4%
CC1(C)Oc2ccc3ccc(=O)oc3c2/C(=C/N)C1=O	-11	1%	17%	3%	-2%	-7%	2%	3%	14%
N#CCCNS(=O)(=O)c1ccc(C(=O)OCCCOC(=O)c2ccc(S(=O)(=O)NCCC#N)cc2)cc1	-4	-6%	12%	-8%	-1%	-12%	2%	-1%	-9%
Cc1cccc(OCCCCn2c(CO)nc3ccccc32)c1	-3	-6%	13%	-3%	-3%	-11%	1%	-10%	-4%
c1ccc(C2[C@H]3CN(Cc4cccnc4)[C@H](c4ccccc4)C34CC2(c2cccnc2)C4)cc1 (stereo not given in full)	1	-6%	8%	-19%[38.3 µM]	4%	-6%	-14%	0%	-7%
COc1ccc(OC)c(NC(=O)Cn2c(=O)oc3cc(S(=O)(=O)NCc4ccccc4)ccc32)c1	3	8%[57.1 µM]	28%[57.1 µM]	11%	-1%	-4%	0%	-1%	-10%
CN(CC(=O)Nc1ccccc1)CC(=O)Nc1ccccc1Cl	-1	-11%	-15%	9%	7%	-21%	-8%	1%	-16%
COc1ccc(C(=O)CCS(=O)(=O)c2ccc(C)cc2)cc1OC	-4	7%	2.2µM*	14%	-18%	-24%	-5%	3%	-53%
CC(=O)NCc1ccc(S(=O)(=O)NC(C)CCc2ccccc2)cc1 (stereo not given)	-7	5%	27%	-3%	-3%	-14%	0%	2%	8%
CC(C)(C)c1ccc(C(=O)N2CCC(c3nc4ccccc4o3)CC2)cc1	3&-1	-11%	1%	14%	2%	-23%	-8%	-10%	15%
COc1ccc(N(CC(=O)Nc2cccc(C)c2C)S(=O)(=O)c2c(C)n[nH]c2C)cc1	-3	4%[57.1 µM]	7%[57.1 µM]	8%	-3%	-14%	-7%	7%	2%
COc1cccc(NC(=O)CCN2CCN(C)CC2)c1	3	-1%[57.1 µM]	7%[57.1 µM]	2%	-4%	-3%	1%	1%	-10%
CC1C(=O)C(C)C(c2cc(Cl)ccc2O)NC1c1cc(Cl)ccc1O (stereo not given)	7	5%	38%[57.1 µM]	4%	-14%	-18%	0%	1%	-1%
CCCNC(=O)c1cc(-c2ccc(Br)cc2)on1	-6	8%	10%	-1%	0%	-12%	1%	0%	-23%
O=C(N/N=C/c1ccc2c(c1)OCO2)c1cccc2ccccc12	1	4%[57.1 µM]	-4%[57.1 µM]	1%	1%	-15%	?	-6%	-5%
O=C(COc1cc(Cl)c(Cl)cc1Cl)NC(=O)NC1CCCC1	1	10%[57.1 µM]	0%	-2%	6%	-8%	-5%	-5%	12%[11.4 µM]
NC(=O)c1ccccc1OCCOCCOCCOc1ccccc1C(N)=O	0	0%[57.1 µM]	-4%[57.1 µM]	-1%	-1%	-7%	1%	5%	1%
O=C1N[C@@H](Cc2ccccc2)COC(=O)[C@H](Cc2ccc(F)cc2)CC/C=C/C[C@@H]1CC(=O)N(CCO)Cc1ccccc1	0	-2%	13%	-6%	-1%	-23%	-5%	5%	-8%

The list is partial. The share of hits here may be higher or lower than overall.
